# Screening data as filed in PubChem BioAssay.
# KOR beta-arrestin-1: kappa opioid receptor activators – cell-based, luminescence, uHTS, primary screen (AID 1777). activation, % at 10 µM; hits with a dose series show EC50 in µM. KOR beta-arrestin recruitment, luminescence; higher % means a stronger effect. 280,000 compounds, 0.02% hits; in the data active = activation above about 50%, passing the limit was not always enough; note: a part of the inactive calls stands beside numbers as strong as those of hits
# GPR55 beta-arrestin: GPR55 agonists via beta-arrestin recruitment, primary screen, imaging, U2OS cells, beta-arrestin-GFP redistribution (AID 1961). U2OS GPR55 beta-arrestin-GFP redistribution imaging; higher % means a stronger effect. one-dose activation, % at 10 µM; EC50 in µM for titrated hits. 290,000 compounds, 0.048% hits;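 active = activation above 40% with more than 50 cells counted in the well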;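 note: U2OS osteosarcoma cells stably expressing GPR55 and beta-arrestin-GFP; plate controls were DMSO negative control for no effect and LPI positive control for full effect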
# GPR35 arrestin U2OS: inhibition of zaprinast-stimulated GPR35 beta-arrestin translocation – imaging, U2OS, beta-arrestin-GFP, zaprinast agonist, primary screen (AID 2058); 290,000 compounds, 0.052% hits; inhibition, % at 10 µM, or IC50 in µM where a hit was titrated; U2OS GPR35 beta-arrestin-GFP translocation imaging, zaprinast antagonism; higher % means a stronger effect;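 active = inhibition of at least 50% with at least 30 cells and total cytoplasm GFP at most 10,000,000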
# KOR beta-arrestin-2: kappa opioid receptor blockers – cell-based, luminescence, uHTS (AID 1778); inhibition, % at 10 µM, or IC50 in µM where a hit was titrated; KOR beta-arrestin recruitment, luminescence, antagonist mode; higher % means a stronger effect; 290,000 compounds, 0.091% hits; in the data active = inhibition above about 50%; note: strong numbers were not always called active
# NTR1 agonist: agonists of NTR1, primary screen, imaging, U2OS cells, beta-arrestin-GFP, high content (AID 493036). NTR1-U2OS beta-arrestin-GFP spot imaging, agonist mode. activation, % at 20 µM. P30989. 330,000 compounds, 0.17% hits;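 active = activation at or above 40% of the spot to cytoplasm intensity ratio, with at least 20 cells analyzed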;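 note: 0% = DMSO without peptide and 100% = 100 nM NTR1 peptide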
# Target sequence (P30989 whole entry, looked up): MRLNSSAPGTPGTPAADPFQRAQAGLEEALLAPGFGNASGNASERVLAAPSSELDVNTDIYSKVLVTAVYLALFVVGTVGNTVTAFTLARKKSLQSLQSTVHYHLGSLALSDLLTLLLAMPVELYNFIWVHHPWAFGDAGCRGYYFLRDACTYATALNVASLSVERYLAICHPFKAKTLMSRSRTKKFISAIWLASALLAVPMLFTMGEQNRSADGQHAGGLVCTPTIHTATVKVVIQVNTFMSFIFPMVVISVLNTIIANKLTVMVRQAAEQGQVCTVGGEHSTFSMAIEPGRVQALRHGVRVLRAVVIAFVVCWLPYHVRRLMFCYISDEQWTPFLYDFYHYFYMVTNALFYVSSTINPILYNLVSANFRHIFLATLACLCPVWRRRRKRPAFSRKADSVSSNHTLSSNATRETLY
# GPR55 LPI antagonism: GPR55 antagonists blocking LPI-driven arrestin recruitment, primary screen, imaging, U2OS, beta-arrestin-GFP, LPI agonist (AID 2013). U2OS GPR55 beta-arrestin-GFP translocation imaging, LPI antagonism; higher % means a stronger effect. inhibition, % at 10 µM, or IC50 in µM where a hit was titrated. 290,000 compounds, 0.13% hits;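 active = spots per cell inhibited over 60%, with over 100 cells counted and total cytoplasm intensity under 500,000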;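 note: U2OS cells stably carrying GPR55 and arrestin-GFP stimulated by 5 µM LPI near EC80; imaged beta-arrestin-GFP aggregate spots per cell after agonist stimulation; plate controls were LPI-stimulated DMSO wells for no effect and DMSO wells without LPI for full effect; some results filed as inactive read as strong as hits; confirmed hits need IC50 under 10 µM and bright autofluorescent wells are also inconclusive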
# West Nile virus CPE: West Nile virus antiviral activity, cell-based, CPE readout (AID 1621); West Nile virus-infected cells, CPE inhibition; higher % means a stronger effect; CPE inhibition, % at 10 µM, or IC50 in µM where a hit was titrated; 290,000 compounds, 0.02% hits; in the data active = a potency from the dose series; note: strong numbers were not always called active
# Salmonella PhoP GFP: PhoP-dependent GFP reporter repression – Salmonella Typhimurium, primary screen (AID 1863); inhibition, % at 50 µM; hits with a dose series show IC50 in µM; S. Typhimurium PhoP-regulated promoter GFP reporter, 4 h; higher % means a stronger effect; 300,000 compounds, 0.16% hits;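 active = inhibition over 29.93%, a cutoff 3 SD above the screen mean, later confirmed by dose response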;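 note: 0% = low Mg2+ inducing control and 100% = high Mg2+ repressing control; strong numbers were not always called active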
# T cell HTS: T cell immune modulators affecting CD8 T cell-vesicle binding. 2C CD8+ T cell-vesicle binding, flow cytometry; active compounds read low. calls only at 7 µM. 330,000 compounds, 0.068% hits;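 active = response, share of CD8 T cells binding vesicles, and their 90th percentile fluorescence all below set limits, cut at about 80% in these data, passing the limit was not always enough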
#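 Assay system – 2C mouse CD8+ T cells · Also added – QL9-loaded Drosophila micro-vesicles · Timing – Cell–vesicle co-incubation 1.5 h at 37 °C, staining 20 min on ice · Signal – flow cytometry of vesicle-bound cells · Measure – percent CD8+ FL2 mean versus row control · Controls – Peptide-free naked vesicles (low) and QL9 vesicles with 0.7% DMSO vehicle (high)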
# T cell HTS vesicle-bound %: also measured in T cell HTS; calls as there; double positive events, %; measured here: CD8+ vesicle-bound cell fraction;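 binding gate set so that unloaded-vesicle control wells show 10% double positive cells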
# NTR1 agonist cell count 20 µM: further read-out of NTR1 agonist, marked with its call; cell count; measured here: cell count, cytotoxicity flag
# The depositor's hits bear a star; i = inactive; nt = no result given; [ ] = another dose, or the depositor's remark. Random draw from the library; overall some 0.62% were active at least once.
SMILES,KOR beta-arrestin-1,GPR55 beta-arrestin,GPR35 arrestin U2OS,KOR beta-arrestin-2,NTR1 agonist,NTR1 agonist cell count 20 µM,GPR55 LPI antagonism,West Nile virus CPE,Salmonella PhoP GFP,T cell HTS,T cell HTS vesicle-bound %
O=S(=O)([O-])CCC[N+]1(CC#Cc2ccccc2)CCCCC1,-1.9%,0.5%,3%,14%,-0.7,29,9%,0.4%,0%,i,18
CC(C)N=C1NN=C(c2ccc(Cl)c(Cl)c2)CS1,-3.5%,0.7%,-7%,-10%,2.0,88,-7%,-1.4%,0%,nt,nt
CCOC(=O)c1cn(Cc2ccccc2)nn1,5.4%,0.0%,1%,6%,0.2,42,-4%,-0.1%,3%,i,5
Oc1ccccc1-c1nnc(COc2ccc(Cl)cc2Cl)o1,-2.6%,0.2%,5%,0%,-3.5,71,13%,-0.1%,3%,i,30
C=CCn1c(Cc2cccs2)nnc1SCC(=O)c1ccc(F)cc1,7.0%,-0.4%,1%,14%,-0.3,86,4%,-0.4%,0%,i,21
CCCCCc1c(C)nc(N2CCc3ccccc3C2)[nH]c1=O,33%,-0.1%,-10%,-94%,nt,nt,-3%,-0.2%,8%,nt,nt
CCSc1nnc(C)c2ccccc12,-2.1%,-0.1%,5%,-1%,2.3,42,14%,-0.1%,-5%,i,34
Cc1nn(Cc2c(F)c(F)c(F)c(F)c2F)c(C)c1NC(=O)c1c([N+](=O)[O-])c(C)nn1C,-1.3%,-0.1%,-11%,14%,0.3,53,-9%,-1.0%,0%,i,4
O=C(CCCCl)NC(=S)Nc1ccc(N2CCOCC2)cc1,0.6%,0.0%,12%,1%,0.9,50,6%,1.8%,-5%,i,43
CC(=O)Nc1cccc(NC(=O)CCn2c(=O)sc3ccccc32)c1,0.3%,0.2%,-1%,0%,0.4,83,-10%,0.4%,7%,i,36
COc1ccc2nc(SCC(=O)Nc3ccc4c(c3)CCC4)[nH]c2c1,4.0%,-0.3%,-8%,-4%,0.1,97,-2%,-1.2%,23%,i,56
CS(=O)(=O)Nc1ccc(C(=O)NCCc2ccccc2)cc1,-4.7%,-0.1%,2%,6%,-0.7,44,2%,0.0%,-6%,i,20
CCCC(O)(c1ccc(CC)cc1)C(CN1CCOCC1)c1ccccc1 (centres undefined),2.9%,1.2%,-6%,-20%,8.8,103,6%,-1.3%,8%,i,35
CC(C)NC(=O)CN(Cc1ccc(F)cc1)C(=O)CCC(=O)Nc1nccs1,0.1%,0.6%,-8%,-12%,2.0,51,3%,-0.5%,4%,i,28
CCOc1ccc(NC(=O)CCN2CCN(c3ccccc3)CC2)cc1,-0.1%,-0.5%,-4%,1%,-0.2,81,4%,-0.3%,-10%,i,30
CCCC(=O)N1CCN(c2ccc(NC(=O)c3ccc([N+](=O)[O-])o3)cc2)CC1,-6.1%,1.8%,2%,9%,nt,nt,20%,-1.9%,-12%,nt,nt
CCOc1ccc2nc(Nc3nc4ccc(NC(C)=O)cc4s3)sc2c1,-0.6%,-0.3%,nt,4%,4.2,46,3%,-0.6%,-5%,i,46
O=C(N/N=C\c1cccc(Br)c1)c1ccccc1-n1cccc1,1.0%,-0.1%,-10%,12%,0.6,53,15%,0.2%,21%,i,68
CC(=O)NC(=S)Nc1ccc([N+](=O)[O-])cc1C,-7.0%,0.2%,0%,-16%[20 µM],1.3,38,-8%,0.4%,0%,i,46
O=C(c1ccc2c(c1)[nH]c(=S)n1c3ccccc3nc21)N1CCN(c2ncccn2)CC1,-1.6%,-0.1%,8%,-48%,-1.6,127,0%,0.3%,2%,i,31
C/C(=N\OCc1cccc(C(=O)O)c1)c1ccc(Cl)cc1,6.2%,-0.2%,-10%,3%,1.7,51,-8%,0.6%,7%,i,29
COc1cc2c(cc1OC)CN(C(=O)Cc1ccccc1)CC2,8.0%,-0.1%,5%,-34%,0.5,60,6%,-0.4%,2%,i,10
COc1ccc(C)cc1S(=O)(=O)N(CC(=O)NCc1ccc(Cl)cc1)Cc1ccccc1,0.9%,-0.1%,5%,-31%,11,72,7%,-0.5%,-8%,i,12
CC(C)=CC(=O)OCC(=O)NC1CCCc2ccccc21 (centres undefined),-4.0%,0.1%,0%,-5%,-1.0,50,-8%,0.4%,6%,i,37
CCn1c(-c2ccc(OC)c(OC)c2)n[nH]c1=S,2.6%,-0.1%,-5%,20%,0.4,50,1%,0.2%,4%,i,11
# Carrying on.
SMILES,KOR beta-arrestin-1,GPR55 beta-arrestin,GPR35 arrestin U2OS,KOR beta-arrestin-2,NTR1 agonist,NTR1 agonist cell count 20 µM,GPR55 LPI antagonism,West Nile virus CPE,Salmonella PhoP GFP,T cell HTS,T cell HTS vesicle-bound %
CCOc1ccccc1CN1CCC(N2CCOCC2)CC1,-2.6%,0.0%,-6%,23%,0.9,92,0%,0.2%,1%,i,57
CCOC(=O)C1CCN(C(=O)c2cc3cc(Cl)ccc3[nH]2)CC1,-4.7%,-0.1%,10%,2%,2.1,78,43%,-0.9%,nt,i,36
COc1ccc(C2NCCC3(O)CCCCC23)c(OC)c1OC (centres undefined),8.4%,-0.3%,-1%,-6%,-2.2,102,-26%,-0.4%,-3%,i,43
COc1ccc(Nc2cc(C)nc3ncnn23)c(OC)c1,4.4%,-0.1%,-2%,1%,-1.1,56,-2%,0.1%,6%,i,38
COc1cc(NC(=O)CN(C)C2CCCCC2)c(C)cc1[N+](=O)[O-],0.0%,0.9%,-8%,32%,6.8,46,-7%,-0.9%,-5%,i,6
COC(=O)c1c(C)[nH]c(C(=O)/C=C/c2ccccc2F)c1C,-2.5%,0.0%,-7%,8%,2.4,43,7%,0.2%,-14%,i,50
COCCn1c(SCC(=O)Nc2cccc(OC)c2)nnc1-c1ccccc1,-3.2%,0.4%,-7%,19%,-0.7,65,7%,-0.8%,-2%,i,6
COc1ccc(OCC(=O)NS(=O)(=O)c2ccc(Cl)cc2)cc1,-3.2%,-0.2%,5%,-2%,-1.7,59,-7%,0.2%,7%,i,54
O=C(CCc1nnc(C2CCCCC2)o1)NCc1cccc(-n2cccn2)c1,-2.3%,-0.2%,-6%,-18%,-0.8,57,8%,0.2%,0%,i,26
CCOc1cccc(C(=O)NC(=S)Nc2ccc(N3CCCC3)cc2)c1,-3.7%,-0.3%,-3%,-8%,2.4,48,6%,0.3%,-2%,i,55
O=C(Nc1nc2ccc([N+](=O)[O-])cc2s1)c1ccco1,-0.8%,0.9%,17%,2%,-0.6,38,-1%,-0.5%,5%,i,8
Cc1ccc(C(=O)c2sc(Nc3ccccc3)c(C#N)c2N)cc1,-2.2%,0.2%,6%,-6%,14,69,92%,0.4%,-10%,i,58
COC(=O)c1c(-c2ccccc2)c[nH]c1C,-3.2%,0.3%,-4%,1%,-1.1,49,-3%,0.4%,-5%,i,15
CC(C)(C)c1ccccc1NC(=O)c1c(O)c2cccc3c2n(c1=O)CC3,-4.1%,-0.1%,-17%,-12%[20 µM],-0.7,21,2%,-1.2%,-13%,i,40
CC12CCCC[C@@H]1CCC1C2CCC2(C)C1CC[C@@]2(O)CNCCO (some centres undefined),-5.2%,0.9%,-7%,6%,5.0,70,8%,-2.1%,1%,i,22
CCN1CCN(Cc2nc3c(c(=O)n(C)c(=O)n3C)n2C(C)C(C)=O)CC1 (centres undefined),-3.8%,-1.0%,-2%,2%,-0.5,98,1%,1.6%,24%,i,22
C=CCn1c(=O)c2ccccc2n2nnc(C(=O)OCC)c12,3.1%,-0.1%,-9%,-6%,1.3,48,-1%,-0.1%,-12%,i,31
COc1ccc(CNC(=S)Nc2ccccc2F)cc1,-2.3%,-0.2%,-10%,-24%,-1.5,50,2%,-0.4%,-6%,i,62
Cc1cc(Br)c(OCc2ccc(C(=O)N/N=C3\CC4CC=CC34)cc2)c(Br)c1 (centres undefined),4.0%,-0.3%,13%,25%,3.8,44,6%,-1.3%,-4%,i,35
Oc1ccc2ccc3[nH]cnc3c2c1,-4.5%,-0.1%,4%,-1%,-1.2,87,-8%,-0.2%,3%,i,60
Cc1cccc(CCNC(=O)C2CCC(=O)N(Cc3ccccc3F)C2)n1 (centres undefined),-3.5%,-0.1%,7%,26%,-0.8,57,-1%,-0.2%,0%,i,6
O=C(O)CCc1ccc(-c2ccc(Br)cc2)n1-c1cccc(O)c1,-7.6%,0.6%,1%,-22%,-0.5,81,9%,0.0%,-6%,i,34
Clc1ccc(OCc2nn3c(-c4ccco4)nnc3s2)cc1,14%,-0.2%,3%,-4%,-0.2,77,1%,-0.3%,26%,i,17
Nc1nc(-c2ccco2)nn1S(=O)(=O)c1ccc(Cl)cc1,-1.1%,0.2%,21%,-9%,0.4,67,10%,0.3%,5%,i,26
COc1cccc(NC(=O)CSc2ccc3nnc(CCNC(=O)c4ccccc4)n3n2)c1,-4.6%,-0.1%,11%,-1%,-0.2,67,36%,-0.6%,13%,i,58
# The list goes on.
SMILES,KOR beta-arrestin-1,GPR55 beta-arrestin,GPR35 arrestin U2OS,KOR beta-arrestin-2,NTR1 agonist,NTR1 agonist cell count 20 µM,GPR55 LPI antagonism,West Nile virus CPE,Salmonella PhoP GFP,T cell HTS,T cell HTS vesicle-bound %
O=c1[nH]cnc2scc(-c3ccc(F)cc3)c12,3.1%,-0.1%,-9%,-14%,-0.3,92,28%,-0.6%,9%,i,4
O=[N+]([O-])c1cccc(N(CC(O)CN2CCCCC2)S(=O)(=O)c2ccccc2)c1 (centres undefined),2.0%,0.1%,7%,-45%,-1.8,55,-5%,-0.4%,5%,i,24
O=C(/C(=C/O)N=Nc1ccccc1)c1cccs1,-3.2%,-0.4%,8%,36%,1.3,57,3%,nt,2%,i,57
COc1ccc(NS(=O)(=O)c2cccc(NC(=O)c3ccccn3)c2)cc1,1.7%,0.5%,11%,-18%,0.2,63,-2%,-1.0%,-5%,i,29
CCOc1ccc(NC(=S)C(C#N)=C2N(C)c3ccccc3N2C)cc1,1.6%,0.0%,9%,24%,0.2,46,1%,1.0%,12%,i,24
CCOC(=O)c1cc(-c2ccco2)nc2c1c(C)nn2CCC#N,-5.6%,-0.2%,-8%,18%,0.3,65,5%,0.4%,-3%,i,40
O=C(OCn1cncn1)c1ccc(Cl)cc1Cl,1.5%,-0.2%,21%,-114%,-0.6,56,8%,0.3%,13%,nt,nt
O=C(CSCc1ccco1)c1cccs1,2.0%,-0.2%,12%,2%,2.2,26,0%,-0.1%,2%,i,40
